Bioassay records: PubChem, Broad Institute
EZH2 inh = EZH2/PRC2 methyltransferase inhibitors, primary screen, biochemical, DELFIA time-resolved fluorescence, single point. inhibition, % at 12.5 µM. PRC2 H3K27 methylation, DELFIA TRF, 1 h. actives 0.35% (n = 57,000). AID 651548, 2012;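 active means mean inhibition of replicates at least 50% and every single replicate also reaching 50%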;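 further: dimethyl H3K27 on biotinylated H3 21-44 peptide detected by antibody; plate controls were median neutral control wells for no effect and median positive control wells for full effect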
Target sequence (Q15910 whole entry, looked up): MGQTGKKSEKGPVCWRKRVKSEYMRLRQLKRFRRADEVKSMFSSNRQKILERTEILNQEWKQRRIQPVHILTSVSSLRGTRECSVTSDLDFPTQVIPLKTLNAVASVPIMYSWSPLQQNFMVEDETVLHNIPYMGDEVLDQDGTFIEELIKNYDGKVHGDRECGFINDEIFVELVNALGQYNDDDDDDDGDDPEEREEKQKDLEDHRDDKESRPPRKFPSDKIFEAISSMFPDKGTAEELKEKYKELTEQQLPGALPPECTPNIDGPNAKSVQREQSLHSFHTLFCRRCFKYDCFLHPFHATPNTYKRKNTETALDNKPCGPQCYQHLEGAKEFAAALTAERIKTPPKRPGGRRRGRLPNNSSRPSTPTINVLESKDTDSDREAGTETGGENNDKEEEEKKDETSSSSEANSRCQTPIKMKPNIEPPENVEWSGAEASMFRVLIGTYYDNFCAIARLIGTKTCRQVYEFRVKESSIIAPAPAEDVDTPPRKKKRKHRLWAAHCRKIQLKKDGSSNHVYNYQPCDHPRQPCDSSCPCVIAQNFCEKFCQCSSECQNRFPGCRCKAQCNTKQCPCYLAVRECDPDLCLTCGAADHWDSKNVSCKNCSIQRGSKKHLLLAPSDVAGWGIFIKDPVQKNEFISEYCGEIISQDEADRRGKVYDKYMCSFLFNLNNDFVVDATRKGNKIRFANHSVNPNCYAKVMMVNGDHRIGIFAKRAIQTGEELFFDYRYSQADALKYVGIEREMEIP
IDH1 R132H inh = inhibitors of IDH1 R132H reductase, primary screen, biochemical, plate reader, single point; AID 624101, 2012; Isocitrate dehydrogenase [NADP] cytoplasmic (Homo sapiens), O75874; inhibition, % at 10 µM; diaphorase/resazurin fluorescence, 60 min; actives 0.18% (n = 70,000); in the data active means inhibition above about 34%;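 further: 0% = DMSO and 100% = no enzyme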
Active calls of the source: *; . = no result given.

Molecule,EZH2 inh,IDH1 R132H inh
CN(C)CC(=O)Nc1ccc2c(c1)[C@H]1C[C@@H](CC(=O)NCCc3ccccc3)O[C@H](CO)[C@H]1O2,8,-0.4
Cc1noc(C)c1NC(=O)N(C)C[C@H]1Oc2ccc(NC(=O)Cc3cn(C)c4ccccc34)cc2C(=O)N([C@@H](C)CO)C[C@@H]1C,.,-0.3
CCCC#Cc1ccc2c(c1)O[C@@H](CN(C)C(=O)C1CC1)[C@@H](C)CN([C@@H](C)CO)S2(=O)=O,-11,.
C[C@H](CO)N1C[C@H](C)[C@@H](CN(C)C)Oc2ccc(NC(=O)CCC(F)(F)F)cc2CC1=O,-5,1.9
Cc1noc(C)c1NC(=O)N(C)C[C@H]1Oc2c(NC(=O)c3ccncc3)cccc2C(=O)N([C@H](C)CO)C[C@@H]1C,.,2.0
Cc1cccc2c(C(=O)NCCc3ccc(S(N)(=O)=O)cc3)cc(-c3ccccc3Cl)nc12,-8,0.5
COc1ccc(NC(=O)N(C)C[C@H]2OCc3ccccc3-c3ccccc3C(=O)N([C@@H](C)CO)C[C@H]2C)c(OC)c1,-26,-0.5
C[C@H]1CN([C@@H](C)CO)C(=O)c2cccc(NC(=O)Nc3ccc(C(F)(F)F)cc3)c2O[C@@H]1CN(C)Cc1ccc(C(=O)Nc2ccccc2N)cc1,-64,.
O=C(Nc1cccc(Cl)c1)N[C@@H]1CC[C@H](CCNC(=O)C2CCOCC2)O[C@H]1CO,-1,0.1
Cc1noc(C)c1S(=O)(=O)N(C)C[C@@H]1Oc2ccc(NS(=O)(=O)c3ccc(F)cc3)cc2CC(=O)N([C@@H](C)CO)C[C@H]1C,.,2.6
O=C(C[C@@H]1CC[C@@H](NC(=O)CN2CCOCC2)[C@H](CO)O1)NC1CCCCC1,-3,0.0
OC[C@H]1O[C@@H](OCc2ccccc2)[C@H](O[C@@H]2OC[C@](O)(CO)[C@H]2O)[C@@H](O)[C@@H]1O,10,-0.2
O=C(CC1C(=O)NCCN1C(=S)Nc1ccccc1)Nc1ccc2c(c1)OCCO2 (centres undefined),25,0.0
COCC(=O)Nc1ccc2c(c1)C(=O)N(C)C[C@H](OC)[C@H](C)CN(CCc1ccccc1)[C@H](C)CO2,-4,-0.1
CO[C@@H]1CN(C)C(=O)c2ccc(NC(=O)c3cccc(Oc4ccccc4)c3)cc2OC[C@H](C)NC[C@@H]1C,-24,0.0
C[C@H](CO)N1C[C@H](C)[C@H](CN(C)Cc2cncnc2)Oc2cc(C3=CCCC3)ccc2S1(=O)=O,-15,.
COC(=O)COc1cccc(NC(=O)c2ccc(Cl)c(Cl)c2)c1,14,0.1
C[C@@H](NC(=O)C[C@H]1C[C@@H]2c3cc(NS(C)(=O)=O)ccc3O[C@@H]2[C@@H](CO)O1)c1ccccc1,-3,0.0
C[C@@H]1CN([C@H](C)CO)C(=O)c2cc(NS(C)(=O)=O)ccc2O[C@@H]1CN(C)S(=O)(=O)c1ccc(F)cc1,.,4.5
Cc1ccc(-c2ccc(CCC(=O)O)n2-c2ccc(N(C)C)cc2)cc1,3,-0.1
O=C(O)CCC(=O)Nc1ccccc1C(=O)O,.,-0.3
C[C@H](CO)N1C[C@H](C)[C@H](CN(C)Cc2ccc(-c3ccccc3)cc2)Oc2ccc(NC(=O)c3ccncc3)cc2CC1=O,-2,1.4
C[C@H]1CN([C@@H](C)CO)C(=O)c2cc(-c3ccncc3)cnc2O[C@@H]1CN(C)Cc1cccnc1,.,7.1
Cc1cc(C(F)(F)F)nc(SCC(=O)Nc2ccccc2C(F)(F)F)n1,4,0.0
CO[C@@H]1CN(C)C(=O)c2cc(NS(=O)(=O)c3ccccc3F)ccc2OC[C@@H](C)NC[C@@H]1C,7,0.3

Overlap with the part before: 6 entries; new compounds follow.
Molecule,EZH2 inh,IDH1 R132H inh
Cc1ccc(-c2ccc(CCC(=O)O)n2-c2ccc(N(C)C)cc2)cc1,3,-0.1
O=C(O)CCC(=O)Nc1ccccc1C(=O)O,.,-0.3
C[C@H](CO)N1C[C@H](C)[C@H](CN(C)Cc2ccc(-c3ccccc3)cc2)Oc2ccc(NC(=O)c3ccncc3)cc2CC1=O,-2,1.4
C[C@H]1CN([C@@H](C)CO)C(=O)c2cc(-c3ccncc3)cnc2O[C@@H]1CN(C)Cc1cccnc1,.,7.1
Cc1cc(C(F)(F)F)nc(SCC(=O)Nc2ccccc2C(F)(F)F)n1,4,0.0
CO[C@@H]1CN(C)C(=O)c2cc(NS(=O)(=O)c3ccccc3F)ccc2OC[C@@H](C)NC[C@@H]1C,7,0.3
CCCNC(=O)Nc1ccc2c(c1)C(=O)N(C)C[C@@H](OC)[C@H](C)CN(Cc1ccccc1)[C@@H](C)CO2,-4,0.6
C[C@@H]1CN([C@H](C)CO)C(=O)c2cccc(NC(=O)Nc3ccc(C(F)(F)F)cc3)c2O[C@H]1CN(C)C(=O)NC1CCCCC1,-25,-0.7
NCC[C@@H]1CC[C@@H](NC(=O)C2CCC2)[C@H](CO)O1,-1,0.3
Cc1nc(C)c(-c2ccnc(C34CC5CC(CC(C5)C3)C4)n2)o1,18,-1.5
COCC(=O)Nc1ccc2c(c1)OC[C@H](C)N(Cc1ccccc1OC)C[C@@H](C)[C@H](OC)CN(C)C2=O,-8,0.0
C[C@H](O)C#Cc1ccc2c(c1)O[C@H](CN(C)C(=O)CN(C)C)[C@@H](C)CN([C@H](C)CO)S2(=O)=O,-5,0.2
C[C@H]1CN([C@@H](C)CO)C(=O)Cc2cc(NC(=O)Nc3ccc(F)cc3)ccc2O[C@@H]1CN(C)CC1CC1,-14,-0.7
O=S(=O)(N[C@H]1CC[C@@H](CCn2cc(-c3ccc(F)cc3)nn2)O[C@@H]1CO)c1ccccc1F,-3,-0.6
C[C@@H]1CN([C@H](C)CO)S(=O)(=O)c2ccc(C3=CCCCC3)cc2O[C@H]1CN(C)C(=O)Cc1ccccc1,-16,-1.8
CNC[C@H]1Oc2ccc(NC(=O)Cn3cnnn3)cc2CC(=O)N([C@H](C)CO)C[C@@H]1C,.,1.8
O=C(C[C@@H]1C=C[C@@H](NC(=O)c2ccccc2)[C@@H](CO)O1)NCc1ccc(Oc2ccccc2)cc1,0,0.1
C[C@@H]1CN([C@@H](C)CO)C(=O)Cc2cc(NC(=O)C3CC3)ccc2O[C@H]1CN(C)S(=O)(=O)c1ccccc1,-1,18
C[C@@H]1CCCCO[C@H](CN(C)C(=O)Nc2ccc3c(c2)OCO3)[C@@H](C)CN([C@@H](C)CO)C(=O)c2cc(NS(=O)(=O)c3cccs3)ccc2O1,.,0.0
Cc1ccc(S(=O)(=O)N(C)C[C@H]2Oc3ccc(NS(=O)(=O)c4ccc(Cl)cc4)cc3C(=O)N([C@H](C)CO)C[C@H]2C)cc1,.,7.4
C[C@@H]1CCCCO[C@H](CN(C)C)[C@H](C)CN([C@@H](C)CO)C(=O)c2cc(NS(C)(=O)=O)ccc2O1,-6,3.1
CO[C@H]1CN(C)C(=O)c2cc(NC(C)=O)ccc2OC[C@H](C)N(S(=O)(=O)c2cn(C)cn2)C[C@@H]1C,4,-0.4
C[C@]12CC[C@@H]3c4ccc(OS(=O)(=O)O)cc4CC[C@H]3[C@@H]1CCC2=O,-5,0.8
C[C@@H]1CN([C@@H](C)CO)C(=O)c2cccc(N(C)C)c2O[C@@H]1CN(C)C(=O)Nc1ccc(C(F)(F)F)cc1,-2,-8.3
COc1ccc(S(=O)(=O)N(C)C[C@H]2OCCCC[C@H](C)Oc3ccc(NC(=O)Nc4cccc5ccccc45)cc3C(=O)N([C@@H](C)CO)C[C@H]2C)cc1,.,4.3
CCS(=O)(=O)Nc1ccc2c(c1)C(=O)N(C)C[C@H](OC)[C@H](C)CN(C(=O)C1CC1)[C@H](C)CO2,-1,0.1
CC(C)C#Cc1cnc2c(c1)C(=O)N([C@@H](C)CO)C[C@@H](C)[C@@H](CN(C)S(=O)(=O)c1cn(C)cn1)O2,0,1.1
C[C@@H]1CN([C@H](C)CO)C(=O)c2cccc(NC(=O)C3CCOCC3)c2O[C@@H]1CN(C)Cc1ccc(-c2ccccc2)cc1,-10,.
O=C(c1ccccc1)N1Cc2ccccc2[C@H]2OC(c3ccc(OCCCO)cc3)=N[C@@]2(Cc2ccccc2)C1=O,-3,-0.3
C[C@@H]1CN([C@H](C)CO)C(=O)c2cc(NC(=O)Nc3ccccc3)ccc2O[C@@H](C)CCCCO[C@@H]1CN(C)Cc1ccncc1,-16,0.8
CCCN1C[C@H](C)[C@H](OC)CN(C)C(=O)c2cc(NS(C)(=O)=O)ccc2OC[C@@H]1C,-13,.
C[C@@H]1CN([C@H](C)CO)C(=O)Cc2cc(NC(=O)Nc3cccc4ccccc34)ccc2O[C@@H]1CN(C)S(=O)(=O)c1cccs1,.,2.8
CCCNC(=O)N(C)C[C@H]1Oc2ncc(C3=CCCC3)cc2C(=O)N([C@@H](C)CO)C[C@H]1C,3,-0.2
CCCC(=O)Nc1ccc2c(c1)C(=O)N(C)C[C@H](OC)[C@@H](C)CN(Cc1cncnc1)[C@H](C)CO2,3,0.4
COc1ccc(NC(=O)N[C@H]2CC[C@H](CCNS(=O)(=O)c3cccc(Cl)c3)O[C@H]2CO)cc1,-4,-0.2
C[C@H](CO)N1C[C@H](C)[C@H](CN(C)S(=O)(=O)c2cccc(F)c2)OCc2ccccc2-c2ccccc2C1=O,-3,-0.2
C[C@H](CO)N1C[C@H](C)[C@@H](CN(C)S(=O)(=O)c2cn(C)cn2)Oc2ccc(NS(=O)(=O)c3cn(C)cn3)cc2C1=O,.,-1.5
C[C@H]1CN([C@@H](C)CO)C(=O)Cc2cc(NC(=O)C3CCCCC3)ccc2O[C@@H]1CN(C)S(=O)(=O)c1ccccc1,.,-0.7
COC(=O)c1ccc(Cl)c(NC(=O)CSc2nnc(-c3cc(OC)cc(OC)c3)o2)c1,-11,-0.3
CC1CCN(C(=O)c2ccc3c(=O)nc4c(-c5ccccc5)n[nH]n4c3c2)CC1,-247,-0.6
CO[C@H]1CN(C)C(=O)c2cc(NC(C)=O)ccc2OC[C@@H](C)N(S(=O)(=O)c2cn(C)cn2)C[C@@H]1C,4,-0.5
CCCN(C)C[C@H]1Oc2ncc(Br)cc2C(=O)N([C@@H](C)CO)C[C@H]1C,7,3.8
CCC(=O)Nc1ccc2c(c1)OC[C@@H](C)N(CC1CCCCC1)C[C@H](C)[C@@H](OC)CN(C)C2=O,-5,.
C[C@@H]1CN([C@H](C)CO)C(=O)c2cc(NS(=O)(=O)c3ccc(Cl)cc3)ccc2O[C@@H](C)CCCCO[C@@H]1CN(C)C(=O)CCCN(C)C,.,6.5
CC(C)(C)NC[C@H](O)COc1cccc2c1CCCC2=O,-18,-0.1
C[C@@H]1CN([C@H](C)CO)S(=O)(=O)c2ccc(C#CCN(C)C)cc2O[C@H]1CN(C)C(=O)C1CCC1,-16,-3.9
CC(NS(=O)(=O)c1ccc(Br)cc1)C(=O)Nc1cccc(F)c1 (centres undefined),-10,-0.1
C[C@H]1CN([C@@H](C)CO)C(=O)Cc2cc(NC(=O)c3ccncc3)ccc2O[C@H]1CN(C)Cc1ccc(C(=O)Nc2ccccc2N)cc1,-17,.
Cc1ccc(S(=O)(=O)Nc2ccc3c(c2)CC(=O)N([C@@H](C)CO)C[C@H](C)[C@@H](CN(C)C(=O)Nc2ccc(F)cc2)O3)cc1,-32,0.0
CO[C@H]1CN(C)C(=O)c2ccc(NC(=O)c3cnccn3)cc2OC[C@@H](C)N(C(C)=O)C[C@@H]1C,1,0.2
COc1ccccc1CNC(=O)C[C@@H]1C[C@H]2c3cc(N(C)C)ccc3O[C@H]2[C@H](CO)O1,4,-1.8
C[C@@H]1CN([C@@H](C)CO)S(=O)(=O)c2ccc(-c3ccccc3F)cc2O[C@@H]1CN(C)C(=O)C1CC1,13,-0.1
COC(=O)c1ccccc1NC(=O)CSc1nnc(-c2ccc(C)cc2)o1,8,0.0
O=C(COc1ccc2ccccc2c1Br)Nc1ccccc1C(=O)NC1CCCCC1,12,0.0
CC(C)=CCC[C@H](C)C/C=N/NC(=O)CCCCC(=O)NO,3,0.3
COC(=O)[C@H]1CC[C@H](OC(C)=O)[C@]2(C)CC[C@@H](C(C)C)[C@@H](OC(=O)/C=C/c3ccccc3)C12 (some centres undefined),10,-0.1
C[C@H]1CN([C@@H](C)CO)C(=O)Cc2cc(NC(=O)CCC(F)(F)F)ccc2O[C@@H]1CN(C)C,1,-0.1
C[C@@H]1CN([C@@H](C)CO)C(=O)Cc2cc(NC(=O)CCCCCC(=O)Nc3ccccc3N)ccc2O[C@@H]1CN(C)Cc1ccc2c(c1)OCO2,-13,0.6
Cc1ccc(S(=O)(=O)N(C)C[C@@H]2Oc3ccc(NC(=O)c4ccncc4)cc3C(=O)N([C@@H](C)CO)C[C@H]2C)cc1,5,.

Retrieved by structure from the list above (3):
Molecule,EZH2 inh,IDH1 R132H inh
C[C@H]1CN([C@@H](C)CO)C(=O)Cc2cc(NC(=O)c3ccncc3)ccc2O[C@H]1CN(C)Cc1ccc(C(=O)Nc2ccccc2N)cc1,-17,.
CO[C@H]1CN(C)C(=O)c2cc(NC(C)=O)ccc2OC[C@@H](C)N(S(=O)(=O)c2cn(C)cn2)C[C@@H]1C,4,-0.5
CCCN(C)C[C@H]1Oc2ncc(Br)cc2C(=O)N([C@@H](C)CO)C[C@H]1C,7,3.8

A portion of the library, so the mix of outcomes need not match the whole.
